Bioassay records (PubChem BioAssay)
Pin1 inh: qHTS Assay to Find Inhibitors of Pin1; actives 0.009% (n = 390,000); Pin1 FP peptide displacement, HiFluor488, 10 min; Potency, µM (top dose mostly 115 µM), for inactives: top-dose activity, negative = inhibition, most hits filed as inhibitors; active means well fitted inhibition curve with a large enough effect in the polarisation, with a control signal flat, not every such curve was filed as active; inconclusive means small, poorly fitted or top-dose-only effect, or effect the other way, or a change in a side signal; inactive means no such curve, though single readings can be large or run the other way; the % refers to the polarisation; further: potency means the concentration at half of the fitted maximal effect; on the % scale 0 is the no-effect control and ±100 the full control effect
TrxR1 inh: qHTS Assay for Inhibitors of Mammalian Selenoprotein Thioredoxin Reductase 1 (TrxR1): qHTS; Thioredoxin reductase 1, cytoplasmic (Rattus norvegicus), O89049; Potency, µM (doses to about 114 µM), without a hit: at the top dose activity change, negative = inhibition, usual class: inhibitors; actives 1% (n = 390,000); recombinant rTrxR1, NADPH fluorescence consumption, selenite substrate; AID 588453, 2011; further: potency means the concentration at half of the fitted maximal effect; on the % scale 0 is the no-effect control and ±100 the full control effect; nearly all actives have a fitted effect of over 65% in size
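Rat TrxR1 (90 nM in the dispensed reagent) was pre-reduced with 400 uM NADPH for 5 min at room temperature, then incubated with compound for 15 min. After 400 uM selenite was added, NADPH fluorescence (Ex 340/Em 450 nm) was followed for 8 min.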
HP1b chromo inh: HTS for Inhibitors of HP1-beta Chromodomain Interactions with Methylated Histone Tails. Chromobox protein homolog 1 (Homo sapiens), P83916. AlphaScreen HP1-beta / biotin-H3K9me3 peptide binding. Potency, µM (series often up to 114 µM), inactives show at the top dose activity change, negative = inhibition, hits mostly inhibitors. actives 0.56% (n = 390,000). AID 540317, 2011; further: potency means the concentration at half of the fitted maximal effect; nearly all actives have a fitted effect of over 70% in size; inactives centre near 23
Target sequence (P83916 whole entry, looked up): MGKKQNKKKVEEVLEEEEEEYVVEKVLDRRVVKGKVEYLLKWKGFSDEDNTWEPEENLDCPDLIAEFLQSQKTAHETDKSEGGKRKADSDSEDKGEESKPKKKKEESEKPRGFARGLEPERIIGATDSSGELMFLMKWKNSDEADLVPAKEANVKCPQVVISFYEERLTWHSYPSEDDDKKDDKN
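HP1-beta protein (50 nM final) preincubated 30 min at room temperature with biotinylated H3(1-18)K9me3 peptide (50 nM) in PBS pH 7.4, 0.01% Tween-20, then compound added for 30 min. AlphaScreen streptavidin donor/nickel chelate acceptor beads (10 ug/mL final), 30 min dark, luminescence read.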
GLS inh: qHTS for Inhibitors of Glutaminase (GLS); Potency, µM (doses to about 45.5 µM), for inactives: top-dose activity change, negative = inhibition, hits mostly inhibitors; actives 0.21% (n = 410,000); Glutaminase kidney isoform, mitochondrial (Homo sapiens), O94925; AID 624170, 2012; GLS enzymatic activity, qHTS titration; further: potency means the concentration at half of the fitted maximal effect; on the % scale 0 is the no-effect control and ±100 the full control effect
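Compounds were pin-transferred onto hKGA, after which L-glutamine (1 mM solution) and a detection mix of glutamate oxidase, HRP and Amplex Red were added. Initial and 30 min RT fluorescence reads were collected.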
TrxR1 substrate: qHTS Assay for Substrates of Mammalian Selenoprotein Thioredoxin Reductase 1 (TrxR1): qHTS | Potency, µM (titrated, usually from 114 µM), for inactives: at the highest dose activity change, negative = substrate turnover | purified TrxR1 substrate turnover, NADPH consumption readout | AID 588456, 2011 | actives 0.01% (n = 390,000) | Thioredoxin reductase 1, cytoplasmic (Rattus norvegicus), O89049; further: potency means the concentration at half of the fitted maximal effect; on the % scale 0 is the no-effect control and ±100 the full control effect; nearly all actives have a fitted effect of over 50% in size
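Rat TrxR1, dispensed at 90 nM, was prereduced with 400 uM NADPH (final) for 5 min at ~22 deg C, then incubated with compound 15 min before 400 uM selenite. A first-read NADPH fluorescence drop versus no-compound background flagged substrates.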
mIDH1 inhibitor: qHTS for Inhibitors of mutant isocitrate dehydrogenase 1 (IDH1): qHTS; Isocitrate dehydrogenase [NADP] cytoplasmic (Homo sapiens), O75874; Potency, µM (doses to about 76.6 µM), for the others: top-dose activity change, negative = inhibition, hits mostly inhibitors; actives 0.093% (n = 390,000); IDH1-R132H enzyme, NADPH consumption, diaphorase/resazurin fluorescence; further: potency means the concentration at half of the fitted maximal effect; on the % scale 0 is the no-effect control and ±100 the full control effect; nearly all actives have a fitted effect of over 65% in size
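IDH1-R132H (0.5 ug/mL dispensed) in pH 7.5 Tris buffer was preincubated 30 min with compound, then given a substrate mix of 0.016 mM NADPH and 2 mM alpha-KG for 80 min at room temperature; remaining NADPH was read by diaphorase/resazurin fluorescence.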
PI4K2A block: qHTS for small molecular inhibitors of PI4K2A; purified PI4K2A, ADP-Glo luminescence, 1 h; stronger effect = lower value; Phosphatidylinositol 4-kinase type 2-alpha (Homo sapiens), Q9BTU6; activity change, negative = inhibition, % at 76.9 µM; actives 0.13% (n = 420,000); in the data active means activity change below about -50%; inconclusive means mostly about -30% to -49%;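 further: -100% = wells without enzyme as full effect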
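Compounds are screened against recombinant PI4K2A using PI as substrate and ATP, the latter dispensed at 300 microM. Reactions run one hour at ambient temperature before ADP-Glo detection; full inhibition defined by wells lacking enzyme.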
Tb PGK inh: qHTS Assay to Find Inhibitors of Phosphoglycerate Kinase; AID 602233, 2012; PGK/GAPDH coupled, Kinase-Glo luminescence, 60 min; actives 0.043% (n = 380,000); Potency, µM (titrated, usually from 57.5 µM), for the others: at the highest dose activity change, negative = inhibition, actives largely listed as inhibitors; further: potency means the concentration at half of the fitted maximal effect; on the % scale 0 is the no-effect control and ±100 the full control effect; nearly all actives have a fitted effect of over 60% in size
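Recombinant glycosomal PGK reaction used 1,3-bisphosphoglycerate generated in-well by GAPDH (100nM final) in 100mM TEA pH 7.6, 5mM MgCl2, 0.01% Tween-20. After 60 minutes at room temperature, ATP was read by Kinase-Glo Plus luminescence end-point.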
USP1 inh: Inhibitors of USP1/UAF1: Primary Screen; Ubiquitin carboxyl-terminal hydrolase 1 (Homo sapiens), O94782; recombinant USP1/UAF1, Ub-Rhodamine cleavage fluorescence; Potency, µM (top dose mostly 57.1 µM), inactives show at the highest dose activity change, negative = inhibition, actives largely listed as inhibitors; actives 0.23% (n = 390,000); AID 743255, 2014; further: potency means the concentration at half of the fitted maximal effect; on the % scale 0 is the no-effect control and ±100 the full control effect; nearly all actives have a fitted effect of over 60% in size; inactives centre near -12
Target sequence (O94782 whole entry, looked up): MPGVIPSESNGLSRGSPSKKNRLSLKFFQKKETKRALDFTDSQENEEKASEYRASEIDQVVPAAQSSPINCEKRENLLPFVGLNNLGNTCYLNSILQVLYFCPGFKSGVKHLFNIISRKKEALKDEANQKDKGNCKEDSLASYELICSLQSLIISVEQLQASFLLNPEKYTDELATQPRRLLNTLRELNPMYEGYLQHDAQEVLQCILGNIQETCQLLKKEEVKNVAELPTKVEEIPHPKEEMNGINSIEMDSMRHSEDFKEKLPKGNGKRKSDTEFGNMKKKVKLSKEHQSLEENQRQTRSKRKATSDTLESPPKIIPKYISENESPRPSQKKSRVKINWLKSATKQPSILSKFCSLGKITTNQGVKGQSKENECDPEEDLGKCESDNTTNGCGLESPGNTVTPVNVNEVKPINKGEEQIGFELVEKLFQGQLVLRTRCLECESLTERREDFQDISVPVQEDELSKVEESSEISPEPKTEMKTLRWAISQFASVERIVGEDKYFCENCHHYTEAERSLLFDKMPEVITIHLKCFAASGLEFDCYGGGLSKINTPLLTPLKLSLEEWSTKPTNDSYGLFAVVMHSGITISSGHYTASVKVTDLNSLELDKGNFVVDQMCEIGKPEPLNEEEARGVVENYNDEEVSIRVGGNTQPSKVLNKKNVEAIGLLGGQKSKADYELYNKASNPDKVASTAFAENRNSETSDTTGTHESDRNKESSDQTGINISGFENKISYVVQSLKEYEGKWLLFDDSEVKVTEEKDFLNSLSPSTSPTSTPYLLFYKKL
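1 nM enzyme complex + cpd, 15 min RT; start with Ub-Rho 150nM final; kinetic fluorescence ex 480/em 540, 6 reads q60 s. Buffer 50mM HEPES pH 7.8, 0.5mM EDTA, 0.1 mg/ml BSA, 1mM TCEP, 0.01% Tween-20.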
An asterisk follows results filed as active; i = inactive; ? = inconclusive; · = not tested or not shown; & = joins results of further samples; [ ] = remark or other dose. Unless noted, the call rests on the fitted dose curve; in most records, active means well fitted curve in the direction sought with a large enough effect; inconclusive means small, poorly fitted or top-dose-only effect, or another doubt; inactive means no such curve, though single readings can be large; an effect the other way counts as inactive or inconclusive. A portion of the library (hit frequency here may not be typical).

[1] COC(=O)CCC(=O)NS(=O)(=O)c1ccc(N=NN2CCOCC2)cc1
[2] COc1c(Cl)cc(Cl)cc1CNCCO
[3] COc1ccccc1Nc1ncnc2ccc(C)cc12
[4] CC1Cc2ccccc2N1C(=O)COc1cccc(-n2cnnn2)c1 (stereo unspecified)
[5] CC(NC(=O)CCCCCCN1C(=O)c2ccccc2C1=O)c1ccc2c(c1)CCCC2 (stereo unspecified)
[6] COc1cccc(C=Nc2ccccc2C(=O)Nc2nccs2)c1OC
[7] Cc1nn(CCC#N)c(N)c1C1(O)C(=O)Nc2c(Cl)cc(Cl)cc21 (stereo unspecified)
[8] COc1ccc(Br)cc1CNC(=O)Cn1ncn2nc(-c3cccs3)cc2c1=O
entry no.	1	2	3	4	5	6	7	8
mIDH1 inhibitor	5%	4%	-1%	0%	1%	-4%	-9%	3%
PI4K2A block	6	-1	2	2	1	3	-7	1
GLS inh	-9%	-15%	6%	14%	3%	20%	-6%	3%
Pin1 inh	-1%	-1%	1%	0%	-2%	-8%	3%	5%
HP1b chromo inh	47%[activator]	16%	36%	46%[activator]	48%[activator]	91%[activator]	25%	18%
USP1 inh	-16%	4%	-15%	-1%	-20%	-5%	-9%	-21%
TrxR1 substrate	-18%	8%[57.1 µM]	7%[57.1 µM]	8%	-5%	165%[activator][57.1 µM]	-4%	-3%
Tb PGK inh	-9%	-8%	6%	3%	2%	5%	-2%	7%
TrxR1 inh	-13%	19%[57.1 µM]	2%[57.1 µM]	6%	-4%	49%[activator][57.1 µM]	8%	3%

[9] O=C(O)CCNC(=O)/C(=C/c1ccco1)NC(=O)c1ccco1
[10] CCCc1c(C(=O)N/N=C/C=C/c2ccccc2)nnn1-c1nonc1N
[11] COc1cc2c(cc1OC)CN(CC(=O)Nc1ccc(C)c(C)c1)CC2
[12] CCCC(C(=O)NC(C)(C)CC)N(CC1CCCO1)C(=O)CNS(=O)(=O)c1ccc(F)cc1 (stereo unspecified)
[13] Cc1ccc(Cl)cc1NC(=O)Cn1c(=O)cc(C)c2c(C)nn(C)c21
[14] O=C(c1nc2ncccn2n1)N1CCN(c2ccccc2)CC1
[15] O=C(Nc1cccc(OCC(=O)N2CCOCC2)c1)c1ccc(C(F)(F)F)cc1
[16] Cn1nnnc1Sc1c(Cl)cccc1[N+](=O)[O-]
entry no.	9	10	11	12	13	14	15	16
mIDH1 inhibitor	15%	-11%	11%	9%	8%	3%	3%	1%
PI4K2A block	-6	-3	4	2	3	-1	-2	-2
GLS inh	-2%	7%	-1%	1%	-5%	5%	-14%	-2%
Pin1 inh	?	·	-9%	-4%	-8%	-2%	2%	-2%
HP1b chromo inh	33%	·	-2%	6%	30%	56%[activator]	-13%	32%
USP1 inh	-15%	-4%	-18%	2%	-28%	-5%	-16%	-6%
TrxR1 substrate	8%[2.29 µM]	·	2%	4%[0.457 µM]	0%[57.1 µM]	-6%	3%[57.1 µM]	-23%[57.1 µM]
Tb PGK inh	0%	-7%	-1%	7%	-1%	i	-9%	i
TrxR1 inh	?	·	20%	9%	10%[57.1 µM]	-6%	5%[57.1 µM]	9%[57.1 µM]

[17] CCSc1nnc(-c2cccc(S(=O)(=O)N(C)C)c2)n1-c1cc(OC)ccc1OC
[18] COCCCNc1nc2nonc2nc1N(C)CC1CCCN1C (stereo unspecified)
[19] CC(=O)N1c2ccc(S(=O)(=O)N3CCC(C(=O)Nc4cccc(Cl)c4C)CC3)cc2CC1C (stereo unspecified)
[20] CCOc1ccc(-c2cn(-c3cccc(SC)c3)c(=O)[nH]2)cc1
[21] Cc1ccc(S(=O)(=O)N2CCN(C(=O)c3cc(S(=O)(=O)N4CCOCC4)ccc3F)CC2)cc1
[22] COc1ccc(CCNC(=O)CCCn2c(=O)c3cccn3c3cccnc32)c(OC)c1
[23] CC1CCN(c2nc(N(C)c3ccccc3)nc(N)c2[N+](=O)[O-])CC1
[24] COc1cc(CN2CCCC(C)C2)cc([N+](=O)[O-])c1O (stereo unspecified)
entry no.	17	18	19	20	21	22	23	24
mIDH1 inhibitor	0%	-6%	-7%	3%	2%	-7%	4%	5%
PI4K2A block	9	-10	0	-16	0	-4	-3	-15
GLS inh	0%	1%	6%	8%	-1%	6%	-4%	23%
Pin1 inh	3%	-11%	-2%	62%[activator]	0%	-3%	1%	-10%
HP1b chromo inh	29%	-14%	-4%	33%	30%	28%	?	2%
USP1 inh	-10%	-10%	-20%	-25%	-4%	-10%	-18%	-2%
TrxR1 substrate	4%	-4%	1%	-10%	4%	1%	0%[57.1 µM]	4%
Tb PGK inh	-2%	0%	-3%	-5%	9%	-3%	-10%	-7%
TrxR1 inh	24%	18%	28%	-18%	14%	8%	15%[57.1 µM]	19%

[25] O=C(O)c1cc2c(s1)-c1ccccc1OC2
[26] Cn1nnc(NC(=S)NC(=O)c2cccc3c(Br)cccc23)n1
[27] CCOC(=O)C1CCN(C(=O)Cn2c(=O)oc3cc(S(=O)(=O)N4CCC(C)CC4)ccc32)CC1
[28] NS(=O)(=O)c1cccc(NC(=O)Cn2cnc3ccccc3c2=O)c1
[29] Cc1noc(C)c1C(=O)OCC(=O)N1CCN(S(=O)(=O)c2ccc3ccccc3c2)CC1
[30] Cc1ccc2cc(CN(CC3CCCO3)S(=O)(=O)c3ccccc3)c3nnnn3c2c1 (stereo unspecified)
[31] CCOCN(C(=O)Cn1c(COC)nc2ccccc21)c1c(C)cccc1CC
[32] CC(C)Sc1ncc(Cl)c(C(=O)Nc2ccc(S(=O)(=O)N3CCCCC3)cc2)n1
entry no.	25	26	27	28	29	30	31	32
mIDH1 inhibitor	-4%	-11%	-12%	2%	-4%	3%	-7%&2%	-15%
PI4K2A block	3	0	-5	-8	-7	0	-21&2	-18
GLS inh	8%	7%	1%	18%	-5%	4%	1%&-10%	2%
Pin1 inh	-1%	2%	-1%	-4%	0%	1%	2%&-1%	9%
HP1b chromo inh	10%	-5%	35%	12%	-1%	9%	37%&26%	15%
USP1 inh	-11%	-22%	-7%	-11%	-11%	-8%	-4%&-8%	-25%
TrxR1 substrate	464%[activator][57.1 µM]	4%	-11%	5%	-10%	5%[57.1 µM]	0%&-8%	-2%
Tb PGK inh	-7%	-2%	0%	-1%	-4%	-6%	8%&-5%	-9%
TrxR1 inh	-136%	?	-10%	14%	-6%	26%[57.1 µM]	5%&-14%	4%

[33] Fc1ccccc1NC(=S)NNc1ncc(C(F)(F)F)cc1Cl
[34] C#CCOCCOCCOCCNc1nc(N2CCN(C(=O)[C@H](CCC(=O)O)n3cc(C(N)CO)nn3)CC2)nc(N2CCN(C(=O)[C@H](CCC(=O)O)n3cc(C(N)[C@H](C)CC)nn3)CC2)n1 (stereo partly specified)
[35] C/C(=C\c1ccco1)C1C(C#N)=C(N)Oc2n[nH]c(-c3ccccc3)c21 (stereo unspecified)
[36] C#CCNC(=O)C1=C[C@H](c2ccc3c(c2)OCO3)[C@@H](CCCO)[C@H](OCC)O1
[37] COc1ccccc1NC(=O)c1c(C)cc(C)nc1SCC(=O)Nc1ccc(C)c(C)c1
entry no.	33	34	35	36	37
mIDH1 inhibitor	1%	-5%	?	2%	0%
PI4K2A block	-1	-2	1	2	4
GLS inh	?	-2%	-24%	-11%	4%
Pin1 inh	-1%	3%	10%	-3%	28%
HP1b chromo inh	-2%	33%[activator]	-28%	30%	48%[activator]
USP1 inh	-2%	-14%	-20%	-12%	-24%
TrxR1 substrate	-7%	-3%	-5%	4%	-2%
Tb PGK inh	-2%	-10%	-5%	12%	8%
TrxR1 inh	-21%	?	?	3%	9%

4 compounds out of the list, ordered by molecular weight, high to low.
[34] C#CCOCCOCCOCCNc1nc(N2CCN(C(=O)[C@H](CCC(=O)O)n3cc(C(N)CO)nn3)CC2)nc(N2CCN(C(=O)[C@H](CCC(=O)O)n3cc(C(N)[C@H](C)CC)nn3)CC2)n1 (stereo partly specified)
[37] COc1ccccc1NC(=O)c1c(C)cc(C)nc1SCC(=O)Nc1ccc(C)c(C)c1
[33] Fc1ccccc1NC(=S)NNc1ncc(C(F)(F)F)cc1Cl
[35] C/C(=C\c1ccco1)C1C(C#N)=C(N)Oc2n[nH]c(-c3ccccc3)c21 (stereo unspecified)
entry no.	34	37	33	35
mIDH1 inhibitor	-5%	0%	1%	?
PI4K2A block	-2	4	-1	1
GLS inh	-2%	4%	?	-24%
Pin1 inh	3%	28%	-1%	10%
HP1b chromo inh	33%[activator]	48%[activator]	-2%	-28%
USP1 inh	-14%	-24%	-2%	-20%
TrxR1 substrate	-3%	-2%	-7%	-5%
Tb PGK inh	-10%	8%	-2%	-5%
TrxR1 inh	?	9%	-21%	?
